Screens (PubChem BioAssay)
telomere uncapping: survival after telomere uncapping, modulators, primary screen, cell-based (AID 1259312); HCT116 + Ad-hTR-mut, survival, MTT, 5 d; active compounds read high; fold change at 10 µM; 4,500 tested, 4.5% active;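 active means cell survival measured by absorbance rises more than 2.5-fold over infected cells without compound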;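 further: virus expresses mutant telomerase RNA that uncaps telomeres and kills cells; compound added 2 days after infection so exposure lasts 3 days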
* hit, by the source's call; i = inactive; + = active, no number; & = joins results of further samples. A portion of the library, so the mix of outcomes need not match the whole.

SMILES | telomere uncapping
CC(C)(C)c1[nH]nc2c1C(c1ccc(F)cc1)C(C#N)=C(N)O2 (configuration not stated) | 1.28
CCOC(=O)/C=C/C(=O)NCCC1=CCCCC1 | 1.39
Cc1c2cc(O)c(=O)cc-2oc2cc(O)c(O)cc12 | -2.27
N=C1S/C(=C/c2cn(-c3ccccc3)nc2-c2cccs2)C(=O)N1c1nccs1 | -2.3
N#CCN(CC#N)S(=O)(=O)c1ccc(Cl)cc1 | -1.34
CNC(=S)Nc1ccc(Br)cc1 | -3.29
Nc1nc2ccccc2n1Cc1ccccc1 | -2.24
O=C(O)c1cc2ncccn2n1 | -1.07
Nc1nc2c(ncn2C2OC(COC(=O)c3ccccc3)C(OC(=O)c3ccccc3)C2OC(=O)c2ccccc2)c(=O)[nH]1 (configuration not stated) | i
CC(Sc1ccccc1)C(=O)N[C@@H]1C[C@H]2CC[C@@H]1C2 (some centres not stated) | -1.09
Cc1ccc(C)c([C@H]2[C@H](C(=O)c3ccccc3)N3c4ccccc4C=CC3C2(C#N)C#N)c1 (some centres not stated) | 1.76
Cn1c(-c2ccccc2O)n[nH]c1=S | i
O=c1c2c3ccccc3c(c(=O)n1CC1CCCN3CCCCC13)c1ccccc12 (configuration not stated) | 1.59
CC(=O)OCC1OC(Oc2cc(OC(C)=O)c3c(=O)cc(-c4ccc(OC(C)=O)c(OC(C)=O)c4)oc3c2)C(OC(C)=O)C(OC(C)=O)C1OC(C)=O (configuration not stated) | -1.06
CC(=O)Oc1c(C)c(C)c2c(c1C)CCC(C)(CCCC(C)CCCC(C)CCCC(C)C)O2 (configuration not stated) | -1.29
Cc1nc2ccc([N+](=O)[O-])cc2s1 | -1.31
NCCCc1nc2ccc(F)cc2[nH]1 | -1.65
CC(=O)C(C(C)=O)=C1OC(=O)c2ccccc21 | 1.3
Cn1nnnc1SCc1csc(C=C(C#N)C#N)c1 | -1.24
COc1cc2c(cc1OC)CC(=O)OC2 | 2.1
O=C1CCC(=O)N1c1ccc(F)cc1F | -1.35
CC1=CC(=O)C2CC1C2(C)C (configuration not stated) | -1.03
COc1ccc(-c2nc(=S)n(CN3CCOCC3)[nH]2)cc1 | -1.47
N/C(=N/OCC(=O)N1CCCCC1)c1nonc1N | -1.72

As entered above.
NCCCc1nc2ccc(F)cc2[nH]1 | telomere uncapping: -1.65
CC(=O)Oc1c(C)c(C)c2c(c1C)CCC(C)(CCCC(C)CCCC(C)CCCC(C)C)O2 (configuration not stated) | telomere uncapping: -1.29
CC1=CC(=O)C2CC1C2(C)C (configuration not stated) | telomere uncapping: -1.03
COc1ccc(-c2nc(=S)n(CN3CCOCC3)[nH]2)cc1 | telomere uncapping: -1.47
N/C(=N/OCC(=O)N1CCCCC1)c1nonc1N | telomere uncapping: -1.72
Cc1nc2ccc([N+](=O)[O-])cc2s1 | telomere uncapping: -1.31
Cn1nnnc1SCc1csc(C=C(C#N)C#N)c1 | telomere uncapping: -1.24
COc1cc2c(cc1OC)CC(=O)OC2 | telomere uncapping: 2.1
CC(=O)C(C(C)=O)=C1OC(=O)c2ccccc21 | telomere uncapping: 1.3
O=c1c2c3ccccc3c(c(=O)n1CC1CCCN3CCCCC13)c1ccccc12 (configuration not stated) | telomere uncapping: 1.59

(listing goes on)
SMILES | telomere uncapping
CS(=O)(=O)c1ccc(S(C)(=O)=O)s1 | -1.36
CCOC(=O)c1c(NC(C)=O)sc2c1CCCCC2 | -1.9
O=c1[nH]c(O)c(C=Nc2cc(Cl)ccc2O)c(=O)[nH]1 | i
COc1ccc(C2C3CCCC=C3C(C#N)=C(N)C2(C#N)C#N)cc1 (configuration not stated) | -1.03
COc1ccc(Br)cc1C1C(C#N)=C(N)SC(N)=C1C#N | -1.84
O=Cc1ccc(Sc2nc3ccccc3[nH]2)o1 | -1.34
O=C1CSc2ccc(C(=O)O)cc2N1 | -1.47
NC(=O)Nc1ccc2c(c1)ncn2-c1ccccc1 | -1.56
CCOC(=O)C1=C(C)NC(=O)NC1c1ccc(C)o1 (configuration not stated) | -1.24
O=[N+]([O-])c1ccc(N=Cc2cc(Br)ccc2O)c(Br)c1 | i
O=C(O)C1CCCN1C(=O)/C=C/c1ccco1 (configuration not stated) | 1.11
CCOc1ccc(NS(=O)(=O)N(C)C)cc1 | -1.34
CNC(=S)NNC(=O)c1ccco1 | -1.02
c1ccc(CSc2nc3ccccc3s2)nc1 | -1.18
CCc1oc(C(=O)OC)cc1CN | -1.34
CC1CCN(C(=O)c2ccc([N+](=O)[O-])o2)CC1 | -1.48
CC1CCCN(S(=O)(=O)c2ccc(Br)cc2)C1 (configuration not stated) | 1.44
CCCCC(CC)C(=O)NCC1CCCO1 (configuration not stated) | 1.13
Clc1ccc(-c2nnc(SCc3nc(-c4ccccc4)no3)o2)cc1 | -1.07
O=C(Nc1cc(Cl)ccc1Cl)C1CC(=O)N(C2CCCCC2)C1 (configuration not stated) | -1.09
CN(C)C(=O)/C(C#N)=C/c1ccc(N2CCCCCC2)o1 | -1.58
Brc1ccc(-c2nnc(-c3ccccc3)o2)o1 | -1.4
O=C(CSc1nc2sc3c(c2c(=O)n1-c1ccccc1)CCCC3)NC1CCCC1 | 1.36
COc1ccc2c(ccc[n+]2CC(=O)c2ccc(Cl)cc2)c1 | -2.62

Laid out differently: entries from further up
> CC1CCN(C(=O)c2ccc([N+](=O)[O-])o2)CC1
  telomere uncapping = -1.48
> CCCCC(CC)C(=O)NCC1CCCO1 (configuration not stated)
  telomere uncapping = 1.13
> CNC(=S)NNC(=O)c1ccco1
  telomere uncapping = -1.02
> CCc1oc(C(=O)OC)cc1CN
  telomere uncapping = -1.34

Further records.
SMILES | telomere uncapping
COc1ccc(S(=O)(=O)Nc2cc(Cl)c(Cl)cc2Cl)cc1 | 3.11*
CCOC(=O)c1sc(NC(C)=O)c(C#N)c1C | -1.06&-1.25
Cc1ccnc2c1ccc1c(C)ccnc12 | -14.1
NC(=O)CSc1nnc(SCC(N)=O)s1 | -3.2
O=C(O)C1CCCN1S(=O)(=O)c1cc(Cl)ccc1Cl (configuration not stated) | -1.09
CCC(C)C(=O)N1CCCCCC1 (configuration not stated) | -1.01
CC(C)OC(=O)/C(C#N)=C\c1cccn1C | -3.04
O=c1[nH]c(=O)c2ncn([C@@H]3O[C@H](CO)[C@@H](O)[C@H]3O)c2[nH]1 | -1.56
COc1cc(-c2nc(-c3ccccc3)c(-c3ccccc3)[nH]2)cc(I)c1OCc1cccc(F)c1 | 1.06
CC1=C(C(=O)OCC2CCCO2)C(c2ccc(C)cc2)NC(=O)N1 (configuration not stated) | 1.3
Cc1csc(NC(=O)C(F)(F)C(F)(F)C(F)(F)C(F)(F)C(F)(F)Cl)n1 | -2.66
COC1OC2COC(c3ccccc3)OC2C(O)C1OS(=O)(=O)c1ccc(C)cc1 (configuration not stated) | 2.36
O=C(Nc1ccc2c(c1)OCCO2)c1sc2cc([N+](=O)[O-])ccc2c1Cl | -1.88
CCc1ccc(-c2nc3sc(-c4ccc(CC)cc4)nc3s2)cc1 | -1.82
Clc1cccc(Cl)c1CNc1nn[nH]n1 | 1.08
CS(=O)(=O)Nc1ccc2c3c(cccc13)CC2 | 2.67*
O=[N+]([O-])c1ccc(N2CCN(S(=O)(=O)c3ccc(Br)cc3)CC2)cc1 | 1.35
CN1C(=O)COc2ccc(S(=O)(=O)N3CC(=O)Nc4ccccc43)cc21 | -1.31
O=C1ON=C(c2cccs2)/C1=C/C=C/c1ccccc1 | -1.57
O=C1NCCCCC1NC1CC(=O)N(c2ccccc2)C1=O (configuration not stated) | 1.09
CC(C)Nc1ccc(-n2nc3ccccc3[n+]2[O-])cc1 | -1.57
Cc1ccn(-c2ccc(N)cc2)n1 | -1.66
O=c1[nH]c(/C=C/c2ccc(Br)cc2)c([N+](=O)[O-])c(=O)[nH]1 | 3.45*
N#CC1=C(N)n2c(s/c(=C\c3ccc(F)cc3)c2=O)=C(C#N)C1c1ccc(F)cc1 (configuration not stated) | -1.17
C#CCN1C(=O)S/C(=C\c2ccc(OC)c(Br)c2)C1=O | -1.52
N#Cc1c(SCc2ccc(F)cc2)nc2c(c1-c1ccccc1)CCC2 | -1.99
Cc1nc2ccccc2nc1CSCc1n[nH]c(=O)[nH]1 | i
CNC(=O)c1c(N)sc2c1CCCCC2 | -1.61
COc1cc(/C=c2\sc3n(c2=O)C(N)=C(C#N)C(c2cc(OC)c(OC)c(OC)c2)C=3C#N)cc(OC)c1OC (configuration not stated) | -2.6
C/C(=N\NC(N)=S)c1cccc2ccccc12 | -2.21
O=C(COc1cccc2ccccc12)N1CCc2ccccc21 | -1.51
c1cnc(SCc2ccc3nsnc3c2)nc1 | 1.11
COc1ccc(-c2csc(N3CCOCC3)n2)cc1OC | -1.27
CC1OC(OCC2OC(Oc3c(-c4ccc(O)c(O)c4)oc4cc(O)cc(O)c4c3=O)C(O)C(O)C2O)C(O)C(O)C1O (configuration not stated) | -1.08
Cc1c(N=Cc2ccc(Sc3nc4ccccc4s3)o2)c(=O)n(-c2ccccc2)n1C | 2.27
O=S(=O)(NC1CCCCC1)c1ccc2c(c1)OCCO2 | 1
COc1cc(/C=c2\sc3n(c2=O)C(N)=C(C#N)C(c2cc(OC)c(O)c(OC)c2)C=3C#N)cc(OC)c1O (configuration not stated) | -2.35
COc1ccc(-c2csc(N3CCN(S(=O)(=O)N4CCCC4)CC3)n2)cc1 | 1.01
N=C1SCC(=O)N1c1nonc1NC=O | -1.11
N#Cc1c(N)nc2c(c1-c1ccc(F)cc1)CCCCCC2 | -2.23
O=C1/C(=C/c2c(N3CCOCC3)nc3ccccn3c2=O)SC(=S)N1CC1CCCO1 (configuration not stated) | -1.1
O=[N+]([O-])c1ccc(N2CCOCC2)cc1NCCCN1CCOCC1 | 1.03
N#Cc1c(/N=C/c2ccco2)sc2c1CCCC2 | -1.19
NC(=O)c1no[n+]([O-])c1C(N)=O | -1.25
O=C(O)c1cc2cc3c4c(c2oc1=O)CCCN4CCC3 | 1.07
Clc1cccc(C2Oc3ccccc3C3CC(c4ccccc4)=NN32)c1 (configuration not stated) | -1.58
O=c1[nH]c(=O)n(-c2ccc(F)cc2)c(O)c1C=Nc1ccccc1 | i
Cc1ccnc(N=Nc2cc(C)ccn2)c1 | 1.2
CC1(C)C=Cc2c(c3ccccc3[nH]c2=O)O1 | -1.4
O=C(O)C1C2C=CC(C2)C1C(=O)N1CCc2ccccc2C1 (configuration not stated) | -1.02
Fc1ccc(-c2csc(=S)[nH]2)cc1 | -1.69
C/C(=N\NC(N)=S)c1cc(O)ccc1O | i
CCOc1ccc(OCC)c(C2C(C#N)=C(N)Oc3n[nH]c(C)c32)c1 (configuration not stated) | -1.66
COC(=O)Cn1nc([N+](=O)[O-])c(Br)c1C | -1.43
NC(N)=NS(=O)(=O)c1ccc(N=Cc2cc(Br)cc(Br)c2O)cc1 | i
CC1=C(C(N)=O)C(c2ccco2)C(C(N)=O)=C(C)N1 | -1.24
CCCCn1c(O)c(N=NC(=O)C2COc3ccccc3O2)c2ccccc21 (configuration not stated) | i
O=c1[nH]snc1N1CCOCC1 | -1.16
O=C(O)c1ccc2c(c1)C1C3CCC(C3)C1C(c1ccccc1)N2 (configuration not stated) | -1.26
Cc1c(Br)c([N+](=O)[O-])nn1CC(=O)O | 1.12

(more compounds)
SMILES | telomere uncapping
O=C(CCSc1ccccc1)NC1CC1 | -2.37
NC(=Nc1ccccc1)Nc1ccccc1 | -2.7
O=C(Nc1nccs1)C(F)(F)C(F)(F)C(F)(F)C(F)(F)C(F)(F)C(F)F | -4.41
Nc1nc2c(s1)CCCC2 | 2.41
CN(C)c1ccc(/C=C/c2nc3ccccc3s2)cc1 | -1.31
O=C(COc1ccccc1)N1CCNC1=O | -1.19
O=C1NC2(Nc3ccccc31)C(=O)Nc1ccccc12 (configuration not stated) | -2.85
Cc1ccc(-c2nnc(CSc3nnc(-c4ccccc4)o3)o2)n1C | -1.36
Nc1nc2c([nH]c(=S)n2C2OC(CO)C(O)C2O)c(=O)[nH]1 (configuration not stated) | i
Cc1cc(C)nc(/N=C(/N)Nc2cccc3ccccc23)n1 | -3.66
CNCC1OCCc2ccccc21 (configuration not stated) | -1.16
O=[N+]([O-])c1cccc(N2Cc3ccccc3C2)c1 | -1.27
CC(C)N1CC=C2[C@H](C1)[C@@H](c1cccc(Br)c1)C(C#N)=C(N)C2(C#N)C#N | 1.96
Oc1ccc2ccccc2c1/C=N/c1ccccn1 | +
C[C@]12CCC(=O)C=C1CC[C@@H]1[C@@H]2[C@@H](O)C[C@@]2(C)[C@H]1CC[C@]2(O)C(=O)COC(=O)CCC(=O)O | -1.21
CCCCn1c(COc2ccc(Cl)cc2)n[nH]c1=S | -1.76
CN1C(=O)C(=Cc2cc(Cl)c(O)c(Cl)c2)C(=O)N(C)C1=S | -1.57
C=CCn1c(C)nc2c(cnn2-c2ccccc2)c1=O | 1.52
O=[N+]([O-])c1cccc(N2CCCC2)c1 | -1.59
Nc1ncnc2c1ncn2C1OC(CO)C(O)C1OP(=O)(O)O (configuration not stated) | 1.04
N#CC1=C(N)OC2=C(C(=O)CCC2)C12C(=O)Nc1ccccc12 (configuration not stated) | 2.26
COCc1cc(C)nc2n[nH]c(N)c12 | -1.26
Clc1ccc(C2=CC(c3ccccc3)n3ncnc3N2)cc1 (configuration not stated) | i
C/C(=N\NC(N)=S)c1ccc(F)cc1 | 1.87
COc1c2occc2cc2ccc(=O)oc12 | -1.82
O=Cc1ccc(N2CCCC2)c([N+](=O)[O-])c1 | 1.22
Cn1c(SCC(=O)Nc2ccc(F)c(Cl)c2)nnc1C(F)(F)F | -1.1
O=S(=O)(c1ccccc1)N1CCN(C(c2ccccc2)c2ccccc2)CC1 | 3.51*
O=C(O)C1CC(=O)N(C2CCCCC2)C1 (configuration not stated) | 1.26
CS(=O)(=O)Nc1cccc(Cl)c1Cl | -1.31
